D2 PAM: D2 dopamine receptor (human) potentiation; actives 0.34% (n = 340,000); HEK293 T-REx D2, calcium flux, EC20 dopamine potentiation; P14416; potentiation, % at 10 µM;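 active means potentiation over 3 SD above the plate norm, cut at about 30% in these data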; further: 0% is about no effect
Target sequence (P14416 whole entry, looked up): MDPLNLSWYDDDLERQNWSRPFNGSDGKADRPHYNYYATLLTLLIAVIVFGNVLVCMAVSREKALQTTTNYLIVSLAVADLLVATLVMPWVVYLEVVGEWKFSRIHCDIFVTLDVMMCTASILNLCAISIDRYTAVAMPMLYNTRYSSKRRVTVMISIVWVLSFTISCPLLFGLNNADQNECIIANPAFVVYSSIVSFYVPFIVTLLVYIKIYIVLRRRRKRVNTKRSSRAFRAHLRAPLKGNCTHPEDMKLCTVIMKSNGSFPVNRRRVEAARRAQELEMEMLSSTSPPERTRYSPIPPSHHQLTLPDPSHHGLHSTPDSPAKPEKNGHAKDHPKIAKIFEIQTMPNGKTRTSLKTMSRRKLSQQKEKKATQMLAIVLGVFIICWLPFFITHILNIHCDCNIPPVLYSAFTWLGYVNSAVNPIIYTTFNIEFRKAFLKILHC
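Potentiation of an EC20 dopamine calcium response measured kinetically over 180 s, after a preceding 180 s compound-only read flagging agonists. Cells: inducible Hek293 Trex D2 line, 4000/well, cultured overnight at 30 C before dye loading.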
D2 agonist: activates the human D2 dopamine receptor. AID 485358. activation, % at 2 µM. HEK293 T-REx D2 cells, calcium flux agonist mode. actives 0.53% (n = 340,000);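 active means activation over 3 SD above normal in the single-dose calcium agonist read, cut at about 30% in these data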; further: 0% is about no effect
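Agonism is scored from calcium flux in a force-coupled, inducible HEK293 cell line expressing D2, read kinetically for 180 s after compound addition against dopamine controls.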
D2 antag: antagonists of human D2 dopamine receptor; HEK293 TREx D2 cells, calcium flux, dopamine EC80; inhibition, % at 10 µM; actives 2% (n = 340,000); in the data active means inhibition above about 30%; further: 0% is about no effect
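HEK293 T-REx D2 cells, tet-induced, calcium dye no-wash. Cpd pintool add, 180 s kinetic, then EC80 DA, 180 s kinetic. Ca flux read.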
RXFP1 antag: blocks the human relaxin receptor RXFP1; Q9HBX9; HEK293-RXFP1, relaxin-stimulated cAMP HTRF, 30 min; stronger effect = lower value; activity change, negative = inhibition, % at 57.5 µM; actives 0.59% (n = 350,000); AID 1259400;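 active means activity change of -60% or lower, but not beyond a set lower limit; inconclusive means change between -60% and -40%, or beyond the set limit; inactive means change above -40%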; further: on the % scale 0 is the no-effect control and ±100 the full control effect
D1 ag: agonists of human D1 dopamine receptor | P21728 | actives 1% (n = 360,000) | activation, % at 2 µM | HEK293 T-REx D1 cells, calcium flux, agonist mode; in the data active means activation above about 30%; further: 0% is about no effect
Target sequence (P21728 whole entry, looked up): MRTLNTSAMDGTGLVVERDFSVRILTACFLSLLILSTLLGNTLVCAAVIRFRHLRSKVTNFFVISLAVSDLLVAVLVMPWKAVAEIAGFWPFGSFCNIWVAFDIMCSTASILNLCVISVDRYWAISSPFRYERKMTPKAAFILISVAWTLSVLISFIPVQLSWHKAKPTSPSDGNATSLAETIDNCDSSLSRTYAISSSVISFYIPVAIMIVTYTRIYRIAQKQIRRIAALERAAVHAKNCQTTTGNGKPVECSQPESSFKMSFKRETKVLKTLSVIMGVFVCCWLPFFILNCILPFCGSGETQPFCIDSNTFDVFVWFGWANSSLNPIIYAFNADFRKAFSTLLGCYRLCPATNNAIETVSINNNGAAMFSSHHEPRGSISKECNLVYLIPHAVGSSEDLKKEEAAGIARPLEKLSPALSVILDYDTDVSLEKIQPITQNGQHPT
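Agonism was scored from calcium flux recorded over 180 s (1 read/s) after pintool compound addition, following a 10-cycle baseline. Cells were inducible force-coupled HEK293 TREx D1, plated overnight at 30 C and loaded with no-wash calcium dye.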
RXFP1 ag: agonists of human relaxin receptor RXFP1; Q9HBX9; HEK293T-RXFP1 cAMP TR-FRET, 30 min; response scale: percent of porcine relaxin response, buffer zero; Potency, µM (highest dose often 57.5 µM), for the others: top-dose activation, most hits filed as activators; actives 0.3% (n = 370,000); AID 2676; active means well fitted activation curve with a large enough effect; inconclusive means small, poorly fitted or top-dose-only effect; further: potency means the concentration at half of the fitted maximal effect; on the % scale 0 is the no-effect control and ±100 the full control effect; nearly all actives have a fitted effect of over 60% in size; many of its hits are not listed in these tables
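HEK293T cells stably expressing RXFP1 were pretreated with the PDE4 inhibitor Ro 20174, exposed to compounds for 30 min at 37C, lysed, and cAMP was read by TR-FRET. Data normalized to buffer (basal) and 29 nM porcine relaxin (100%).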
D1 antagonist: human D1 dopamine receptor antagonism; P21728; HEK293 TREx D1 cells, calcium flux, dopamine EC80; stronger effect = lower value; activity change, negative = inhibition, % at 10 µM; actives 3.2% (n = 360,000); in the data active means activity change below about -30%; further: on the % scale 0 is the no-effect control and ±100 the full control effect
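After overnight tetracycline induction at 30 C, force-coupled D1 HEK293 cells took up a no-wash calcium dye at room temperature. Compounds were added and monitored 180 s, and the response to EC80 dopamine was then recorded.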
D1 potentiator: enhances dopamine response at the human D1 receptor | potentiation, % at 10 µM | actives 0.036% (n = 360,000) | P21728 | HEK293 TREx D1 cells, calcium flux, dopamine EC20 potentiation; in the data active means potentiation above about 30%; further: 0% is about no effect
TRHR PAM: allosteric enhancers of human TRH receptor | P34981 | TRHR cells, fluo-8 calcium fluorescence, EC20 TRH enhancement | enhancement, % at 2 µM | actives 0.66% (n = 360,000) | AID 493056; in the data active means enhancement above about 30%; further: 0% is about no effect
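Enhancer read-out: after compound pinning and an initial kinetic agonist-mode read, an EC20 of TRH (10 nM final) was injected and fluo-8 calcium signal (Ex 480/Em 530) followed at 1 s/cycle for 100 cycles in TRHR-expressing cells.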
* marks the source's active call; other numbers are inactive results; u = inconclusive; x = not tested or not shown; & = joins results of further samples.

SMILES | D2 PAM | D2 agonist | D2 antag | RXFP1 antag | D1 ag | RXFP1 ag | D1 antagonist | D1 potentiator | TRHR PAM
Cn1c(NCCO)nc2c1c(=O)n(Cc1ccc(F)cc1)c(=O)n2C | 7.5 | 0.9 | -0.9 | -11.5 | 1.5 | 3.9% | 10.7 | -1.2 | 0.0
O=C(Nc1ccccc1)C(=O)Nc1cccnc1 | 4.9 | 0.0 | -13.3 | -2.2 | 3.5 | -1.1% | 1.9 | -2.0 | 5.0
O=C(NCc1ccccc1CN1CCCC1)C1CCN(C(=O)c2ccc(F)cc2)CC1 | -0.2 | 0.6 | -9.0 | -7.8 | 1.0 | 1.6% | 8.8 | -0.8 | 0.9
CSc1c(-c2ccccn2)c(N)nn1C(=O)C1CCC1 | 4.2 | 1.3 | -9.0 | -16.3 | 0.2 | -1.8% | 18.3 | 2.5 | -4.7
CCN(Cc1nc(-c2cccc(Cl)c2)no1)CC1CCCO1 (stereo not given) | 4.7 | 1.1 | -17.2 | -8.0 | 0.3 | 0.4% | -12.4 | 4.8 | -4.6
Cc1ccc(CN2CCSc3ccc(C(=O)NCCCN4CCN(C)CC4)cc32)cc1 | -4.9 | 1.0 | -0.3 | 14.6 | 7.3 | u | -15.2 | -2.5 | -3.3
CC(=O)c1ccc(NC(=O)c2ccc(-n3cncn3)c([N+](=O)[O-])c2)cc1 | 7.0 | 0.4 | -14.3 | -21.1 | 3.0 | -1.3% | 2.3 | 0.8 | -3.9
Nc1ccccc1C(=O)N/N=C1\C2CN3CCN(C2)CC1(c1ccccc1)C3 | -3.0 | 0.5 | -13.5 | -6.2 | 5.5 | -1.4% | -5.2 | 3.0 | 4.5
CN(C(=O)CSCC(=O)O)C1CCCCC1 | -4.7 | -0.6 | 1.8 | -3.9 | 1.4 | -1.3% | -2.5 | -0.1 | -1.8
CCCc1cc(=O)[nH]c(SCc2ccc(F)cc2)n1 | -11.2 | 0.2 | 13.7 | -13.2 | 0.9 | 2.3% | 0.7 | -2.9 | -3.9
COc1ccc(-c2c(C)nn(Cc3ccccc3)c2N)cc1 | -3.0 | -0.3 | -13.3 | 12.8 | 0.5 | -2.7% | -8.8 | 1.4 | 30.3*
Oc1c(C(c2ccccc2F)N2CCCC2)sc2nc(-c3ccco3)nn12 (stereo not given) | 2.1 | 1.0 | x | 0.8 | -0.2 | 0.5% | x | -1.1 | -3.7
O=C(CN1C(=O)NC2(CCCCCCC2)C1=O)N1CCN(C(=O)c2ccco2)CC1 | 1.3 | 1.4 | 4.6 | 4.2 | 1.0 | -2.6% | 0.3 | 8.3 | 10.3
O=C(Nc1cc(S(=O)(=O)N2CCCC2)ccc1OCC(F)(F)F)c1ccc(F)cc1 | 16.4 | -1.2 | 4.7 | -0.1 | 1.3 | 6.8% | 13.2 | -0.6 | 5.9
CC1=C(C(=O)Nc2cccc(C(=O)NCc3ccc(F)cc3)c2)SCCO1 | -8.8 | -0.8 | -6.1 | -0.4 | 1.1 | 2.5% | 3.4 | -3.8 | 1.4

Entries listed so far that contain an aryl thioether with sulfur outside any ring (2):
SMILES | D2 PAM | D2 agonist | D2 antag | RXFP1 antag | D1 ag | RXFP1 ag | D1 antagonist | D1 potentiator | TRHR PAM
CSc1c(-c2ccccn2)c(N)nn1C(=O)C1CCC1 | 4.2 | 1.3 | -9.0 | -16.3 | 0.2 | -1.8% | 18.3 | 2.5 | -4.7
CCCc1cc(=O)[nH]c(SCc2ccc(F)cc2)n1 | -11.2 | 0.2 | 13.7 | -13.2 | 0.9 | 2.3% | 0.7 | -2.9 | -3.9

The list goes on:
SMILES | D2 PAM | D2 agonist | D2 antag | RXFP1 antag | D1 ag | RXFP1 ag | D1 antagonist | D1 potentiator | TRHR PAM
CN(C(=O)CSc1nnnn1-c1ccccc1)C1CCS(=O)(=O)C1 (stereo not given) | 2.7 | 1.1 | 0.8 | 0.6 | 4.8 | 0.1% | 3.3 | -0.2 | -0.1
Clc1ccccc1-c1nnc2sc(-c3cccs3)nn12 | -3.8 | -0.2 | 1.1 | -0.6 | 0.1 | 0.3% | -12.7 | -0.8 | -1.4
CC(Oc1ccc(Cl)cc1Cl)C(=O)Nc1ccc(OCC(=O)O)cc1 (stereo not given) | -1.6 | -0.2 | 17.2 | 3.7 | 1.3 | -3.1% | 7.7 | 1.1 | -1.6
CC(=O)c1c(C(C)=O)c(C)n(-c2ccc(N)cc2)c1C | 6.5 | 0.1 | -4.0 | -1.2 | 2.1 | 0.1% | -4.7 | 0.6 | 4.4
Cc1ccc(N2CCN(/N=C/c3c(C)nn(-c4ccccc4)c3Cl)CC2)cc1 | -1.8 | 0.6 | -1.3 | -1.0 | 0.4 | 2.7% | -9.1 | 2.4 | -1.3
COCCn1c(SCC(=O)Nc2cc(C)on2)nnc1C(C)C | -0.9 | 0.4 | 7.5 | -9.5 | 1.6 | -0.3% | 0.6 | -4.5 | 5.0
CCc1c(C)nc(SCC(=O)Nc2nc(-c3ccc(OC)cc3)cs2)[nH]c1=O | 1.3 | x | x | u | 9.3 | 0.8% | -32.9* | -1.6 | 7.1
COc1ccc(-n2c(N)c(C(=O)NCC3CCCO3)c3nc4ccccc4nc32)c(OC)c1 (stereo not given) | -8.5 | -0.8 | 6.4 | -22.6 | 7.8 | 5.5% | -5.4 | -5.8 | -12.9
COc1cccc(OCCNC(=O)c2cc([N+](=O)[O-])cc([N+](=O)[O-])c2)c1 | -3.6 | 0.1 | -13.3 | -15.5 | -1.4 | 3.4% | -9.9 | -6.0 | -7.0
CCCCn1c(N)c(N(CCC(C)C)C(=O)c2c(C)noc2C)c(=O)[nH]c1=O | -10.0 | 0.7 | -25.2 | -5.3 | 4.0 | -0.9% | -17.2 | -2.5 | -6.2
CCc1nnc(NC(=O)COc2ccc(N(C)S(=O)(=O)c3ccc(C)cc3)cc2)s1 | -7.7 | 11.6 | 39.9* | 0.6 | 11.2 | -1.1% | -28.2 | -8.8 | -7.5
O=c1[nH]c2ccccc2n1Cc1ccc(F)cc1 | 6.9 | -0.8 | -0.6 | x | 5.2 | -2.3% | 6.7 | -2.6 | 2.9
Nc1nonc1-n1nnc(C(=O)N/N=C/c2cccnc2)c1CSC1=NCCS1 | -13.7 | 0.4 | -9.3 | 6.9 | 2.9 | 1.8% | 6.6 | -3.2 | -5.3
Cc1sc(NC(=O)CN(Cc2ccc(F)cc2)C(=O)C(C)C)c(C(N)=O)c1C | -3.4 | 0.2 | -20.1 | -5.3 | -0.6 | 5.0% | 28.5 | -3.1 | -2.2
CCC(C)NC(=O)CSc1nc2c(sc3ccccc32)c(=O)n1CCc1ccccc1 (stereo not given) | 0.4 | 0.0 | x | x | 3.2 | 3.2% | 2.4 | -0.6 | -1.2
Cc1cc(=O)oc2cc(OC(C)C(=O)Nc3nccs3)ccc12 (stereo not given) | x | x | x | 10.6 | 3.0 | 0.1% | -37.0* | 3.0 | -7.9
CCOC(=O)c1cc(C)n(CC2CCC(C(=O)Nc3ccc(OCC)cc3)CC2)c1C (stereo not given) | -7.2 | 0.4 | x | 5.9 | 2.4 | 1.0% | 6.3 | -1.9 | 4.5
CCn1c(SCC(=O)c2ccccc2)nnc1-c1cnccn1 | 1.8 | 0.9 | -0.3 | 1.5 | 0.7 | 0.2% | -4.5 | -1.7 | -8.4
Cc1ccc(NC(=O)CCNS(=O)(=O)c2cccc3nsnc23)cc1 | 4.3&22.4 | -0.2&1.6 | -16.9 | x | 1.1&-0.6 | 0.2%&-0.2% | 1.9&-0.8 | -0.1&-2.0 | 3.0&2.9
COc1ccc(C(CC(=O)Nc2nccs2)n2cccc2)cc1 (stereo not given) | 3.0 | -1.1 | -11.0 | -6.2 | 1.5 | 1.2% | 2.2 | -6.2 | -1.1
CCOC(=O)c1cc(-c2ccc(OC(F)F)cc2)nc2c1c(=O)[nH]c(=O)n2C | 1.8 | -0.3 | -5.4 | x | 3.1 | -1.0% | -5.0 | -2.4 | -3.4
CCN(C(=O)Cn1cnc2c1c(=O)n(C)c(=O)n2C)C1CCS(=O)(=O)C1 (stereo not given) | -0.7 | 0.4 | 19.1 | -2.0 | 3.8 | 5.7% | 13.3 | x | -6.0
CN(C)C(=S)Nn1c(-c2ccccc2)nc2ccccc2c1=O | 2.4 | 0.2 | 13.9 | -13.2 | -1.6 | 1.7% | -10.9 | -4.2 | 2.7
CC(=O)Nc1nc2ccccc2n1Cc1ccccc1Cl | 2.7 | -0.4 | -5.2 | 0.7 | 0.9 | -0.7% | -2.8 | -4.8 | -0.3
Cc1cc(C)cc(NC(=O)Nc2nnc(N(C)C3CCCCC3)s2)c1 | -0.4 | -1.6 | x | -1.8 | -2.2 | 4.1% | -18.3 | -3.0 | 8.1
c1cncc(-c2nnc(-c3cccs3)o2)c1 | -11.8 | -0.4 | -9.5 | 3.9 | -1.1 | 0.2% | -5.7 | 3.9 | -1.1
O=C(CN1C(=O)NC2(CCOc3ccccc32)C1=O)c1ccc[nH]1 (stereo not given) | x | x | x | -9.7 | 2.6 | 2.0% | -14.9 | -15.2 | -3.6
Cc1ccc(-n2nc3c(n2)/C(=N/O)CC/C3=N\O)cc1 | x | x | x | -8.8 | 1.6 | 3.0% | 19.4 | -6.0 | 0.8
C/C=C(\C)c1nnc(NC(=O)c2ccco2)s1 | x | x | x | -1.3 | 2.3 | 2.2% | 13.5 | -0.2 | -1.6
CC(CN1C(C)CCCC1C)OC(=O)c1ccccc1Br (stereo not given) | -4.1 | 0.1 | -2.2 | -11.8 | 3.9 | -1.9% | 5.8 | -4.1 | 4.7

Quoted from the listing.
RXFP1 ag, CCCc1cc(=O)[nH]c(SCc2ccc(F)cc2)n1 = 2.3%
D1 ag, COc1ccc(-c2c(C)nn(Cc3ccccc3)c2N)cc1 = 0.5
D1 potentiator, CCOC(=O)c1cc(C)n(CC2CCC(C(=O)Nc3ccc(OCC)cc3)CC2)c1C (stereo not given) = -1.9
RXFP1 antag, O=C(NCc1ccccc1CN1CCCC1)C1CCN(C(=O)c2ccc(F)cc2)CC1 = -7.8
D2 antag, CC(Oc1ccc(Cl)cc1Cl)C(=O)Nc1ccc(OCC(=O)O)cc1 (stereo not given) = 17.2

Remaining list, next part
SMILES | D2 PAM | D2 agonist | D2 antag | RXFP1 antag | D1 ag | RXFP1 ag | D1 antagonist | D1 potentiator | TRHR PAM
COC(=O)C1=COC(C)C2CN3CCc4c([nH]c5ccccc45)C3CC12 (stereo not given) | -22.7 | 0.3 | 16.3 | x | -0.6 | -1.7% | -12.6 | -8.7 | -7.8
O=C(c1ccc(F)cc1)N1CCN(c2cc(N3CCCCC3)c(F)cc2[N+](=O)[O-])CC1 | 8.9 | 0.3 | 4.8 | 3.8 | 0.9 | 0.2% | 1.4 | -2.2 | -7.4
COc1ccc(CNC(=O)N[C@@H](CC(C)C)C(=O)O)cc1OC | 13.1 | 0.3 | 6.7 | -5.3 | 1.2 | 2.0% | 5.5 | -13.9 | 2.4
COc1ccc2c(c1)CCC(C)N2C(=O)C(=O)c1c[nH]c2ccccc12 (stereo not given) | -0.5 | 0.9 | 5.2 | -8.4 | 0.9 | 3.7% | 2.3 | -5.7 | 3.1

An excerpt (hit frequency here may not be typical).
